Compound activity: PubChem, several laboratories
Abs 340nm = compound absorbs light at 340 nm | compound absorbance at 340 nm, fold over control | fold change at 10 µM | 65,000 tested, under 10 active | AID 708;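 active means at 10 µM dose, initial 340 nm absorbance at least 2 fold that of control wells; inactive means change under 2 fold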;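 further: initial absorbance extrapolated from kinetic A340 decline of NADH oxidation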
CatB mixtures = human cathepsin B inhibition by mixtures | inhibition, %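 (ten-compound pools at 5 µM per compound and 50 µM total)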 | Purified cathepsin B, AMC dipeptide fluorescence, compound mixtures | 62,000 compounds, 0.06% hits; in the data active means inhibition above about 22%, passing the limit was not always enough; inconclusive means no clear call, values can overlap the other calls;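 further: 0% = enzyme without compound and 100% = no enzyme blank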
C1s block = blocks human complement C1s protease activity | AID 538 | 62,000 compounds, 0.16% hits | P09871 | mean inhibition % of two 10-compound mixtures (active compounds read high), % at 5 µM (by protocol) | purified C1s, fluorogenic AMC substrate, pooled mixtures;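 active means inhibition above 20% in each of the two 10-compound mixture wells holding the compound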;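 further: 0% = enzyme wells lacking compound mixture and 100% = no-enzyme blank wells; some compounds called inactive have numbers as strong as hits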
Target sequence (P09871 16-437 limits assumed): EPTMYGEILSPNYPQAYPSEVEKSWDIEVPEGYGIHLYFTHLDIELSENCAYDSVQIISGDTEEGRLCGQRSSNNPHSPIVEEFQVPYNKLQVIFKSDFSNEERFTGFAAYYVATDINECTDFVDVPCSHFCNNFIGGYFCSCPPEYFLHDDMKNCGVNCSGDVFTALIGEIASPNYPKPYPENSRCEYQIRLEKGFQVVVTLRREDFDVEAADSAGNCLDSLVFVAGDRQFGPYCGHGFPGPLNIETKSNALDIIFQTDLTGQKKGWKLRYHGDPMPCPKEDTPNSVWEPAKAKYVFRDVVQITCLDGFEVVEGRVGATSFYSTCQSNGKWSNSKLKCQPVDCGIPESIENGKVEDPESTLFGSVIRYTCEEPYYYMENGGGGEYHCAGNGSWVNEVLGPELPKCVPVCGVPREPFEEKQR
Target sequence (P09871 438-688 limits assumed): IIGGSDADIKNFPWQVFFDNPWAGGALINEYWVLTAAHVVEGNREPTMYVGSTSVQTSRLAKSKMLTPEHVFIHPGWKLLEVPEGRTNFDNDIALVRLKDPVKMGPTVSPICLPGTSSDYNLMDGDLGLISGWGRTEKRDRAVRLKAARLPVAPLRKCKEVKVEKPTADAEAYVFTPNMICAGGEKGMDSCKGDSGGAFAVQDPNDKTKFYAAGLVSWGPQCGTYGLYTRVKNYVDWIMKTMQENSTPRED
CatG inh = blocks human cathepsin G enzyme activity | P08311 | purified enzyme, AMC-tetrapeptide fluorescence, pooled mixtures | inhibition, % at 5 µM (by protocol) | 62,000 compounds, 0.2% hits | AID 581;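 active means inhibition above 20% in each of the two mixture wells holding the compound; inactive means inhibition of 20% or less in either well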;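 further: 0% = enzyme control without mixture and 100% = blank lacking enzyme; strong numbers were not always called active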
CatS block = human cathepsin S inhibition; P25774; recombinant cathepsin S, AMC dipeptide fluorescence, pooled mixtures; inhibition, %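 (tested at 5 µM per compound within 10-compound mixtures)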; 62,000 compounds, 0.06% hits; AID 501; in the data active means inhibition above about 32%, passing the limit was not always enough; inconclusive means no clear call, values can overlap the other calls;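 further: 0% = enzyme without compound and 100% = blank without enzyme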
FXIa inh mix = factor XIa (human) inhibition, mixture screen; P03951; purified FXIa, fluorogenic substrate, pooled mixtures; inhibition, % at 5 µM; AID 680; 62,000 compounds, 0.19% hits;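 further: each value is inhibition by a whole ten-compound pool holding the compound; 0% = enzyme with no mixture and 100% = wells lacking enzyme; strong numbers were not always called active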
FXIIa mix inh = factor XIIa (human) inhibition, mixture screen; purified FXIIa, fluorogenic substrate, pooled mixtures; AID 684; P00748; 62,000 compounds, 0.2% hits; inhibition, % at 5 µM;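 further: 0% = enzyme without compound and 100% = no enzyme blank; some results filed as inactive read as strong as hits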
CatL block = inhibitors of human cathepsin L. purified cathepsin L, fluorogenic substrate, fluorescence. inhibition, %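 (tested at 10 µM)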. 58,000 compounds, 0.17% hits; in the data active means inhibition above about 45%;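 further: 0% = enzyme with no compound and 100% = no enzyme blank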
Target sequence (P07711 114-288 limits assumed): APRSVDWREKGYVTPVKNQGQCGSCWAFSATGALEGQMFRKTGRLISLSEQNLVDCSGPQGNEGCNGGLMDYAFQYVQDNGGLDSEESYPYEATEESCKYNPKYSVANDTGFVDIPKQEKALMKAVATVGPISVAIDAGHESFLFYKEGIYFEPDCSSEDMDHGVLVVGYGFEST
Target sequence (P07711 292-333 limits assumed): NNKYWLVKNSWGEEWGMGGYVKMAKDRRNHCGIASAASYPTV
CatB inh = human cathepsin B inhibition. 63,000 compounds, 0.1% hits. AID 453. P07858. inhibition, %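 (tested at 10 µM)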. purified cathepsin B, fluorogenic substrate, fluorescence; in the data active means inhibition above about 21%;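 further: 0% = enzyme with no compound and 100% = no enzyme blank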
Numbers without * were called inactive; ? = inconclusive; / = no result given. Unless noted, no stated cut-off is given here; in the data, active means inhibition above about 20% (passing the limit was not always enough); inactive means the rest. Some of the compounds tested; the hit share may differ from the screen's.

SMILES | Abs 340nm | CatB mixtures | C1s block | CatG inh | CatS block | FXIa inh mix | FXIIa mix inh | CatL block | CatB inh
CC1CC(C)CN(S(=O)(=O)c2ccc(C(=O)NCCCn3ccnc3)cc2)C1 (stereo not given) | 0.97 | 1 | -1 | 8 | 11 | -7 | 1 | 16 | 2
CC1CCN(c2nc(-c3ccccc3)c(C#N)c(=O)[nH]2)CC1 | 1 | 5 | 17 | 10 | 1 | 7 | -12 | / | 1
c1ccc(Nc2c3c(nc4ncnn24)CCC3)cc1 | 1 | -11 | -23 | -16 | -4 | -3 | 10 | 16 | -3
COCCOC(=O)c1c(C)oc2ccc(NS(=O)(=O)c3ccccc3)cc12 | 1 | 5 | -28 | 4 | -2 | 4 | -1 | / | 2
CCCCOC(=O)n1c(SCC(=O)N(C)C)nc2ccccc21 | 1.1 | 6 | 11 | 7 | -4 | 7 | 3 | 17 | /
COC(=O)c1ccccc1NC(=O)c1cc(-c2ccc(OC)c(OC)c2)on1 | 0.98 | 5 | 20 | 10 | 10 | 3 | -1 | 8 | 2
Cc1ccc2c(Cl)cc(Cl)c(OCC(=O)NC(=O)NCc3ccco3)c2n1 | 1 | -3 | 12 | 10 | 6 | 5 | 8 | 6 | 6
CCCCCCOC(=O)C1=C(C)NC(=O)NC1c1ccc(O)cc1 (stereo not given) | 0.96 | 6 | 16 | 12 | -6 | 3 | 2 | 27 | 2
COc1ccc(Cl)cc1C(=O)Nc1ccc2c(c1)OCO2 | 1.1 | -2 | 3 | 6 | 4 | 8 | 4 | 13 | 2
O=C(O)c1cc(-c2ccccc2)n(-c2ccccc2C(=O)O)n1 | 1 | 0 | 1 | -2 | 0 | 2 | -1 | -2 | -1
CCC(C)c1ccc(O)c(NC(=O)c2cncc(Br)c2)c1 (stereo not given) | 0.99 | 4 | -28 | 1 | 14 | 12 | -4 | 8 | -2
CCOc1cc(CNc2ccccc2SC)ccc1O | 1.1 | 5 | 18 | 15 | 17 | 11 | 7 | 8 | 3
CCOCCCn1cnc2c(c1=O)c1nc3ccccc3nc1n2-c1ccccc1 | 1.1 | 4 | 9 | 11 | 14 | 9 | 3 | 7 | 1
Cc1c(C(=O)NCCC2=CCCCC2)oc2ccc(S(=O)(=O)N3CCC4(CC3)OCCO4)cc12 | 0.99 | 8 | 0 | 10 | 2 | 4 | 2 | 14 | 2
COc1ccccc1CN1C(=O)c2ccncc2C1=O | 1.1 | 1 | -7 | 8 | -9 | -6 | 38 | -6 | -2
CCCCCSc1nnc2c(n1)OC(C)N(C(C)=O)c1ccccc1-2 (stereo not given) | 1.1 | -1 | -13 | -4 | 1 | 3 | 11 | / | 1
O=C(O)[C@@H]1CSC2(CCSC2)N1 (stereo not given in full) | 1 | 0 | 12 | 11 | 5 | 2 | 10 | -1 | 4
Cc1cc(C(=O)Nc2sc3c(c2C#N)CCCC3)no1 | 1.1 | 8 | 1 | 3 | 13 | 6 | 8 | 26 | -4
Cn1c(=O)[nH]c(=O)c2c1nc(CN1CCOCC1)n2CCCc1ccccc1 | 1.1 | 1 | 11 | 5 | -3 | 6 | 5 | 1 | 4
Cc1cc(C)c(NC(=O)c2ccc(S(=O)(=O)N(C)C)cc2)c(C)n1 | 1 | -4 | -54 | -1 | -7 | -10 | -8 | -3 | 4
Cc1cc(C)c2nc(N3CCC(C(=O)N4CCN(c5ncccn5)CC4)CC3)sc2c1 | 0.99 | -1 | 10 | 8 | -3 | 5 | 4 | 1 | 0
COc1ccc(NC(=O)Nc2cccc3cccnc23)cc1 | 1 | 3 | 1 | 9 | 1 | 1 | -14 | / | 3
COc1ccc(Cl)cc1-c1nc(-c2ccncc2)no1 | 1.1 | 0 | -8 | -1 | -2 | 3 | 12 | -2 | -2
Cc1ccc2oc(-c3ccccc3C(=O)O)cc(=O)c2c1 | 1 | 4 | 6 | 10 | -2 | 9 | 1 | 8 | -1
CCNC(=O)NC(=O)CSc1ccc(NC(C)=O)cc1 | 1 | -3 | -5 | 1 | -1 | 5 | -14 | 2 | -2

4 entries out of the list above, arranged by the value under FXIIa mix inh, largest number first:
SMILES,Abs 340nm,CatB mixtures,C1s block,CatG inh,CatS block,FXIa inh mix,FXIIa mix inh,CatL block,CatB inh
COc1ccc(Cl)cc1-c1nc(-c2ccncc2)no1,1.1,0,-8,-1,-2,3,12,-2,-2
O=C(O)[C@@H]1CSC2(CCSC2)N1 (stereo not given in full),1,0,12,11,5,2,10,-1,4
COc1ccc(Cl)cc1C(=O)Nc1ccc2c(c1)OCO2,1.1,-2,3,6,4,8,4,13,2
COc1ccc(NC(=O)Nc2cccc3cccnc23)cc1,1,3,1,9,1,1,-14,/,3

Carrying on.
SMILES | Abs 340nm | CatB mixtures | C1s block | CatG inh | CatS block | FXIa inh mix | FXIIa mix inh | CatL block | CatB inh
CCOc1cc2[nH]c(=O)n(CCC(=O)NCCc3ccc(OC)c(OC)c3)c(=O)c2cc1OCC | 0.99 | 5 | 14 | 5 | -8 | 5 | -20 | -9 | 1
Cc1cc(NC(=O)c2c(F)c(F)c(F)c(F)c2F)no1 | 1 | 5 | 12 | 13 | 19 | 10 | 5 | 8 | 3
O=C1CC(N2CCCc3ccccc32)C(=O)N1c1ccccc1 (stereo not given) | 1 | -2 | -5 | -1 | 10 | 11 | -4 | 16 | 2
COC(=O)/C=c1/sc2nc3ccccc3n2c1=O | 0.98 | 5 | 10 | 10 | -2 | 4 | 13 | 10 | 3
Cn1c(=O)oc2cc(S(=O)(=O)NCCC(=O)N3CCc4ccccc4C3)ccc21 | 0.97 | 5 | 10 | 13 | 11 | 7 | -1 | 14 | 1
COc1ccc(N2CCN(C(=O)CC3NC4CCCCC4NC3=O)CC2)cc1 (stereo not given) | 1 | 2 | -1 | 2 | -3 | 2 | -7 | 2 | -5
COCCCNC(=O)c1cn(Cc2c(F)cccc2Cl)nn1 | 1 | -3 | 2 | 9 | -17 | 4 | 1 | -4 | -3
O=c1c2[nH]c3ccccc3c2ncn1CCC1=CCCCC1 | 1.1 | -2 | 10 | 7 | -3 | 4 | -11 | / | /
CC(=O)Nc1ccc(S(=O)(=O)N2CCN(CCCOc3cc(C)ccc3C)CC2)cc1 | 1 | 2 | 13 | 8 | -13 | 9 | 8 | 12 | 2
O=C(CN1CCOCC1)Nc1scc(-c2ccccc2)c1C(=O)N1CCOCC1 | 1 | 2 | -13 | 8 | -12 | -1 | -18 | 8 | 3
Cc1cc(NC(=O)C(C)C)ncc1NC(=O)c1cccc(F)c1 | 1 | 4 | 4 | -1 | 1 | 9 | 2 | -8 | -4
CN(c1ccc(C(=O)Nc2ccccc2C(F)(F)F)cc1)S(C)(=O)=O | 1 | 1 | 7 | 10 | -2 | 2 | 2 | / | 5
CCN(CC)c1nc2ccccc2nc1C(C#N)C(=O)NCCCOC (stereo not given) | 1 | 4 | 1 | 6 | -3 | 4 | -2 | -12 | 1
O=C(C1CCCN(S(=O)(=O)c2cccs2)C1)N1CCC(N2CCCCC2)CC1 (stereo not given) | 1 | 8 | -1 | -1 | 16 | 3 | 5 | / | -2
O=c1c2c(-c3ccccc3)csc2nc2n1CCC2 | 1 | 4 | -35 | -5 | ? | -4 | -18 | 0 | 6
CSc1nnc(-c2ccco2)n1-c1ccccc1 | 1 | 1 | -11 | 13 | 11 | 2 | 6 | 10 | 5
COc1ccccc1N=C(C)C1=C(O)CSC1=O | 1.1 | 1 | -2 | 9 | -12 | 2 | 9 | 17 | 2
CCOC(=O)c1[nH]c(C)c(/C(O)=C2\C(=O)C(=O)N(CCN(C)C)C2c2ccc(C)o2)c1C (stereo not given) | 1.1 | -6 | -6 | 11 | 9 | -2 | 8 | / | 3
Oc1ccc(C=Nc2ccc(N3CCOCC3)cc2)c(O)c1 | 1.1 | 10 | -15 | -1 | 29 | 2 | -13 | 0 | -2
Cc1cc(C(=O)CN2C(=O)NC(C)(c3cccc(Br)c3)C2=O)c(C)n1Cc1ccco1 (stereo not given) | 1 | 1 | 14 | 7 | 2 | 6 | -10 | 2 | 5
CC(C)c1cc(C(=O)Nc2sc3c(c2C#N)CCC3)no1 | 1.1 | -1 | -9 | -6 | -8 | 6 | -3 | 2 | 2
CCCCC(=O)Nc1nn(CC(C)C)c2nc3ccccc3cc12 | / | 8 | -25 | -3 | 5 | -2 | -5 | -2 | 7
COc1ccc(S(=O)(=O)N2CCCC(C(=O)NCc3ccccn3)C2)cc1Cl (stereo not given) | 1 | -1 | -54 | 7 | 8 | 0 | -1 | 17 | 6
COc1ccc(-c2nnc(SCCC(=O)O)n2-c2ccccc2)cc1 | 0.99 | -3 | -4 | 2 | -12 | 4 | -15 | 0 | -5
CCn1c(SCC(=O)c2ccccc2)nnc1-c1cc2cc(Br)ccc2o1 | 1.1 | 8 | 11 | 12 | 12 | 4 | -2 | 29 | 4
(continued)
SMILES | Abs 340nm | CatB mixtures | C1s block | CatG inh | CatS block | FXIa inh mix | FXIIa mix inh | CatL block | CatB inh
COc1cc(C2Nc3ccc4ncccc4c3C3=C2C(=O)CCC3)ccc1O (stereo not given) | 1.1 | 0 | -12 | 3 | -4 | 14 | -14 | -2 | 4
Cc1cccn2c(=O)c3cc(C(=O)NC4CCCCC4)c(=N)n(CCN4CCOCC4)c3nc12 | 1 | -3 | -60 | -5 | -2 | -1 | 6 | -7 | 0
C#CC(C)(CC)NC(=O)c1cc(OC)c(OC)c(OC)c1 (stereo not given) | 1 | 6 | 16 | 10 | -2 | 11 | 4 | -3 | 7
Cc1c(Br)c(C(F)(F)F)nn1CC(=O)NCC1CCCO1 (stereo not given) | 1 | -1 | -41 | -5 | -7 | 5 | -15 | -2 | 3
CCCc1cc(C(=O)NC2CCCCC2)no1 | 1 | -3 | -7 | 1 | 9 | -2 | 7 | / | -5
O=C(NCCNC(=O)c1ccc(Br)o1)c1ccc(Br)o1 | 1 | 4 | -30 | -1 | 11 | 9 | 7 | 18 | -1
O=C(CSCc1ccc(Br)cc1)N1CCOCC1 | 1 | 9 | 6 | 5 | -5 | 13 | 5 | 9 | 6
O=C(O)CCc1ccc(-c2cccs2)o1 | 1 | 6 | 6 | -1 | -7 | 9 | 3 | -1 | -5
Cc1cc(-c2cccs2)c2c(n1)sc1c(=O)[nH]c(=O)[nH]c12 | 1.1 | -1 | -4 | 11 | 11 | -1 | 5 | 7 | 4
CS(=O)(=O)NCCC1=CCCCC1 | 1.1 | 0 | 13 | 5 | -9 | 7 | 3 | / | 3
CCOC(=O)Cc1[nH]nc2c1C(c1cccc(OC)c1OC)C(C#N)=C(N)O2 (stereo not given) | 0.99 | 2 | 14 | 9 | -4 | 9 | -22 | 12 | 1
Cc1ccc(N2C(=O)C(Cl)=C(Nc3c(C)n(C)n(-c4ccccc4)c3=O)C2=O)cc1 | 0.96 | 7 | -5 | 1 | 0 | 5 | 4 | 3 | -5
CCOC(=O)C1=C(C)NC(C)=C(C(=O)OCC)C1c1cc(N)ccc1OC(F)F | 1 | -3 | -80 | -12 | -18 | -17 | 42 | -1 | 4
COCCSc1nnc(NS(=O)(=O)Cc2ccccc2)s1 | 1 | 7 | 16 | 12 | 3 | 9 | 6 | -2 | 5
Cc1ccc(C)c(CSc2nnc(-c3ccccn3)n2N)c1 | 1 | -6 | -7 | 7 | -7 | -1 | 6 | 9 | 0
CCn1c(C)csc1=NC(=O)c1ccccc1O | 1.2 | 0 | 3 | 27 | 14 | 16 | -1 | 12 | 2
CN(CCNC(=O)CCNC(=O)Cn1ccc2ccccc2c1=O)Cc1ccccc1 | 1 | 2 | -13 | 13 | 12 | 0 | 26 | 11 | 2
COCCNC(=O)c1ccc(N2CCCCC2)c(NS(=O)(=O)c2ccc(C)cc2)c1 | 1 | 7 | -3 | 0 | -5 | 6 | -15 | 2 | -2
O=C(CCSCCC(=O)NCCN1CCOCC1)NCCN1CCOCC1 | 1 | -5 | -20 | -4 | -9 | -1 | 12 | -5 | -3
